# Bioassay records (PubChem BioAssay)
# Mtb RmlCD inh – blocks M. tuberculosis RmlC and RmlD coupled enzymes; RmlC+RmlD coupled enzyme assay, percent inhibition; primary screen in compound mixtures; 160,000 tested, 0.03% active; AID 1533; inhibition, % at 3.6 µM; in the data active means inhibition mostly above about 34%, no sharp cut-off; inconclusive means no clear call, values can overlap the other calls; inactive means mostly below about 22%; further: some results filed as inactive read as strong as hits
# Target sequence (P9WH09 whole entry, looked up): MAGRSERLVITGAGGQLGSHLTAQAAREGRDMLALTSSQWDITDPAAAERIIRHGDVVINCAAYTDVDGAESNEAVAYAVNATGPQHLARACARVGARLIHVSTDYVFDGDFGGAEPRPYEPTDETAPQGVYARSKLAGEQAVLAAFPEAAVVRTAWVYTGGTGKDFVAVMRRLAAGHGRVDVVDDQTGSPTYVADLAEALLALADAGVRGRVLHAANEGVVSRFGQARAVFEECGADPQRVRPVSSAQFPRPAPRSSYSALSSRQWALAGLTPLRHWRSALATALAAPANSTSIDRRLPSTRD
# Target sequence (P9WH11 whole entry, looked up): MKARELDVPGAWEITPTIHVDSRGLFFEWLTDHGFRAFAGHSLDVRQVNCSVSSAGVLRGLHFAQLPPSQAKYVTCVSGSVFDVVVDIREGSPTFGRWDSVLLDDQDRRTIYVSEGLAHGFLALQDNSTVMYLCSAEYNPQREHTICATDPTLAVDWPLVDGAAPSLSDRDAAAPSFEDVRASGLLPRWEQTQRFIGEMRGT
# M. tuberculosis GlmU – inhibition of mycobacterial GlmU enzyme – biochemical, glucosamine-1-phosphate acetyltransferase (AID 1376); 220,000 tested, 0.25% active; one-dose inhibition, %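 (tested at 30 µM in the primary screen)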; IC50 in µM for titrated hits; M. tuberculosis GlmU acetyltransferase enzyme assay; higher % means a stronger effect; in the data active means inhibition above about 13%; inconclusive means no clear call, values can overlap the other calls;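 further: 0% = complete reaction with vehicle and 100% = reaction without substrate; strong numbers were not always called active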
# The depositor's hits bear a star; ? = inconclusive; · = not tested or not shown; & = joins results of further samples. This is a subset. The share of hits here may be higher or lower than overall.
SMILES	M. tuberculosis GlmU	Mtb RmlCD inh
O=C(CSCc1ccc([N+](=O)[O-])cc1)NC1CC2CCC1C2 (stereo unspecified)	-1.4%	5
Cc1ccc(-n2c3nc(=O)[nH]c(=O)c-3cc3cc([N+](=O)[O-])ccc32)cc1	2.3%	·
O=C(O)CSc1cccc2cccnc12	-4.2%&-4.2%	12&6
CCOc1ccccc1NC(=O)CN(c1ccc(OC)cc1OC)S(=O)(=O)c1ccccc1[N+](=O)[O-]	-2.7%	-16
Cc1c(C=O)c2ccccc2n1CC(=O)NCc1ccc2c(c1)OCO2	10%	-1
CC(=O)c1c(N2CCCC2)nc(=S)n(-c2ccccc2)c1C	-5.0%	101
CN(c1ccc(C(=O)NCCc2ccccc2)cc1)S(C)(=O)=O	-4.3%	8
O=C(c1ccccc1)c1cnc(-c2ccc(Cl)cc2)s1	6.5%	17
COC(=O)N[C@H](CC(C)=O)c1cccc(C(F)(F)F)c1	-2.8%	·
CC(c1nnc(SCn2nnc3ccccc3c2=O)n1-c1ccc(Cl)cc1)N(C)C (stereo unspecified)	3.9%	-12
Cc1sc(NC(=O)CSc2nnnn2C2CCCC2)c(C#N)c1C	0.7%	-4
O=C(Nc1ccon1)c1cccc(Cl)c1	1.2%	-6
CCOC(=O)c1c(C)oc2ccc(NS(=O)(=O)c3ccc(C(=O)O)cc3)cc12	1.9%	16
CC(Oc1ccccc1)C(=O)Nc1cccc([N+](=O)[O-])c1 (stereo unspecified)	-6.0%	1
CCC1CO/C(=C(\C(=C(Cl)Cl)N2CCOCC2)[N+](=O)[O-])N1 (stereo unspecified)	-1.3%	4
CCOc1ccc(N2C(=O)C3ON(c4ccccc4)C(c4ccco4)C3C2=O)cc1 (stereo unspecified)	-1.0%	17
COc1ccccc1NC(=O)COC(=O)C12CC3CC(CC(Cl)(C3)C1)C2	-8.0%	5
CC(C)(C)NC(=O)NC(=O)COC(=O)c1nc(-c2ccccc2)n(-c2cccc(C(F)(F)F)c2)n1	-6.1%	-1
CSC1=C(C#N)C(CC(C)C)C(C(C)=O)=C(C)N1 (stereo unspecified)	0.6%	5
Cc1nnc(-c2ccc(N3CCCCCC3)c([N+](=O)[O-])c2)o1	-5.2%	0
COc1cccc(-n2c(=S)sc3c(=O)n(-c4ccccc4OC)c(SCC4OCCO4)nc32)c1	0.5%	6
C/C(=N\NC(=O)OC(C)(C)C)c1ccc[nH]1	-7.5%	11
Cc1c(C(=O)O)c(C(=O)O)c2n1CCS2	5.3%	4
O=C(NCC(F)(F)F)N1CCOCC1	2.8%	-14
CCC(=O)Nc1nnc(SCc2ccccc2F)s1	·	39
COc1ccc(C(=O)N2CCc3cc(OC)c(OC)cc3C2)cc1OC	6.0%	11
COc1ccc(CC(=O)Nc2ccc(S(=O)(=O)Nc3nccc(C)n3)cc2)cc1	5.0%	16
CC(=O)c1c(COC(=O)c2cccc(C)c2)nc2ccccc2[n+]1[O-]	-0.1%	·
Fc1ccccc1CSc1ncnc2c1oc1ccccc12	0.7%	·
O=C(NCCCN1CCCC1=O)c1cc(=O)c2ccccc2o1	-3.2%	49

# Three entries out of the list, arranged by SMILES length, low to high.
SMILES	M. tuberculosis GlmU	Mtb RmlCD inh
Cc1c(C(=O)O)c(C(=O)O)c2n1CCS2	5.3%	4
Fc1ccccc1CSc1ncnc2c1oc1ccccc12	0.7%	·
COC(=O)N[C@H](CC(C)=O)c1cccc(C(F)(F)F)c1	-2.8%	·

# Going on with the list.
SMILES	M. tuberculosis GlmU	Mtb RmlCD inh
O=C(COC(=O)CCc1nc2ccccc2n1-c1ccccc1)Nc1ccc(N2CCCCC2)cc1	1.2%	52
Cc1cc(-c2nc(C)c(C(=O)NNC(=O)NC(C)C)s2)no1	-0.1%	5
CCCS(=O)(=O)N1CCCC(C(=O)N2CCN(c3ccccn3)CC2)C1 (stereo unspecified)	5.0%	-1
CCc1cc(-c2n[nH]c(C)c2Oc2ccc(C(C)C)cc2)c(O)cc1O	7.3%	·
COc1ccc(-c2cc(C(=O)Nc3cccc(C(C)=O)c3)no2)cc1	3.0%	-4
CCOc1ccccc1C(=O)Nc1nn[nH]n1	2.2%	6
CCOC(=O)CN(C(=O)COc1nc(-c2ccccc2)cc(C)c1C#N)c1ccccc1C	-0.5%	15
COCCN1C=C2C(=O)C(C)(OC(=O)c3cccs3)C(=O)C=C2C=C1CCCC(=O)OC (stereo unspecified)	3.1%	·
CC(C)CCNC(=O)C(c1ccco1)N(Cc1ccc(F)cc1)C(=O)c1snc(C(N)=O)c1N (stereo unspecified)	0.3%	·
Cc1nn(C)cc1S(=O)(=O)N1CCN(Cc2ccc(F)cc2Cl)CC1	-0.1%	-12
COc1cc(C(=O)N/N=C(\C)c2ccc3c(c2)OCO3)cc(OC)c1OC	-1.4%	-9
CCC[n+]1c(C)sc2c(OC)ccc(OC)c21	4.2%	-7
Cc1ccc(C(=O)NC(=S)Nc2cccc(-c3nc4ccccc4s3)c2)cc1	-3.3%	13
CCOc1ccc(N2C(=O)C3Sc4[nH]c(=O)sc4C(/C=C/c4ccccc4)C3C2=O)cc1 (stereo unspecified)	3.0%	-6
CC(=O)Nc1ccc(OCC(O)CN2C(C)(C)CC(O)CC2(C)C)cc1 (stereo unspecified)	-1.4%	·
C/C(=N\Nc1nc2ccccc2[nH]1)c1ccc([N+](=O)[O-])cc1	-1.0%	-7
COc1ccc(CN(Cc2nc3ccccc3c(=O)[nH]2)C(=O)C(C)(C)C)cc1	2.1%	·
Cc1ccc(Nc2nc(N)nc(CN3CCCCCC3)n2)cc1	-5.0%	7
COc1cc(CNCc2ccncc2)cc(Br)c1OCc1ccccc1F	-1.3%	·
O=C(Cn1cnc2c(cnn2-c2ccc(F)cc2)c1=O)NCC1CCCO1 (stereo unspecified)	0.2%	·
Cc1ccccc1OCc1nc(-c2ccc(-n3cccc3)cc2)no1	3.0%	-9
COc1cccc(N2C(=O)C3NN=C(C(=O)CN4C(=O)c5ccccc5C4=O)C3C2=O)c1 (stereo unspecified)	3.8%	1
CC(C)n1c(CCC(=O)O)ccc1-c1ccccc1	1.1%	10
CCCCOc1cccc(-c2nnc(N)s2)c1	0.3%	9
Cc1cc(C(=O)Cn2nc(C(=O)O)c3ccccc3c2=O)c(C)n1CCc1ccc(F)cc1	·	4
Cc1ccc(OCCCC(=O)Nc2nncs2)cc1	-0.5%	11
COc1ccc2[nH]cc(C(=O)CN3CCCCC3C)c2c1 (stereo unspecified)	-8.2%	·
CCN(Cc1ccccc1)c1ccc(/C=N/NS(=O)(=O)c2cccc([N+](=O)[O-])c2)cc1	0.6%	-2
COc1ccc(-c2c(C)oc3cc(O)cc(O)c3c2=O)cc1OC	-3.1%	4
Oc1ccccc1-c1cc(-c2cccc(F)c2)n[nH]1	4.0%	·

# As entered above:
# Result for `CC(C)CCNC(=O)C(c1ccco1)N(Cc1ccc(F)cc1)C(=O)c1snc(C(N)=O)c1N` (stereo unspecified) in M. tuberculosis GlmU: 0.3%
# Result for `CC(C)n1c(CCC(=O)O)ccc1-c1ccccc1` in M. tuberculosis GlmU: 1.1%
# Result for `Cc1ccccc1OCc1nc(-c2ccc(-n3cccc3)cc2)no1` in Mtb RmlCD inh: -9
# Result for `CCN(Cc1ccccc1)c1ccc(/C=N/NS(=O)(=O)c2cccc([N+](=O)[O-])c2)cc1` in Mtb RmlCD inh: -2
# Result for `Cc1cc(C(=O)Cn2nc(C(=O)O)c3ccccc3c2=O)c(C)n1CCc1ccc(F)cc1` in Mtb RmlCD inh: 4
# Result for `CCOC(=O)CN(C(=O)COc1nc(-c2ccccc2)cc(C)c1C#N)c1ccccc1C` in Mtb RmlCD inh: 15

# Remaining list, next part.
SMILES	M. tuberculosis GlmU	Mtb RmlCD inh
COC(=O)c1sccc1NC(=O)Nc1cccc(C)c1	1.5%	6
Cc1csc(NC(=O)CSc2nc3ccccc3c3c2CCCC3)n1	2.0%	20
CCC(=O)n1nc(-c2ccc(OC)cc2)nc1NCc1cccs1	0.7%	-8
O=C(CCc1nnc(Cc2ccc(-c3ccccc3)cc2)o1)NCC1CC1	-1.9%	7
O=C(Nc1ccccc1C1CC1)c1cccs1	-2.0%	·
Cc1c(-c2ccccc2)nc2ccccc2c1C(=O)NCc1cccs1	-5.1%	13
O=C(CNC(=O)c1cccs1)OCC(=O)c1ccc(Cl)cc1	-2.9%	-5
COc1cc(C(=S)N2CCOCC2)ccc1OC(=O)/C=C/c1ccco1	-1.6%	3
Cc1cccc(N2CCN(C(=O)C34CC5CC(CC(C5)C3)C4)CC2)c1C	8.1%	?
COc1cc(C(c2sc3ncnn3c2O)N2CCN(c3ccccc3F)CC2)cc(OC)c1OC (stereo unspecified)	4.3%	·
COC(=O)CC(c1ccc(C#N)cc1)n1c(C)ccc1C (stereo unspecified)	1.7%	-3
CCOC(=O)N1CCN(C(=O)COc2ccc(S(=O)(=O)NCc3ccccc3)cc2)CC1	2.5%	14
CC(C)OC(=O)CSc1nnc(C2CCCCC2)n1N	2.3%	-5
Cc1ccc(C(=O)N2CCCC(c3nc4c(nnn4Cc4ccccc4)c(=O)[nH]3)C2)cc1 (stereo unspecified)	0.9%	-6
NC(=O)COC(=O)c1sc2cc(F)ccc2c1Cl	2.9%	·
O=C(NNC(=O)C1CCN(S(=O)(=O)c2ccc(Cl)cc2)CC1)c1ccccc1	-2.0%	-12
CCCc1nnc(NC(=O)c2c(O)c3cccc4c3n(c2=O)CC4)s1	-2.7%	·
O=C1CCCc2nn(-c3ccccc3)c(-c3ccncc3)c21	-4.6%	9
Cc1ccccc1OCCCC(=O)Nc1ccc(N2CCOCC2)cc1	1.0%	·
CC(C)(C)n1ncc2c(=O)n(CC(=O)N3CCCC3)cnc21	1.3%	-12
COC(=O)c1ccc(=O)c2nc3/c(=C/O)c(O)cc(=O)c3[nH]c12	-1.6%	12
CCOC(=O)c1cc(-c2ccccc2)sc1NC(=O)C(C)C	-1.3%	7
CC(C)c1nnc(SCC(=O)NC(C)(C)C)n1C	5.4%	·
Nc1nnc(SCCCC(=O)c2ccccc2)s1	-3.0%	11
Cc1ccc(C(=O)NC(=S)Nc2cccc3nsnc23)cc1	-2.5%	-7
COc1ccc(NC(=O)CCl)cn1	-1.0%	-25
O=C(CCN1C(=O)c2ccccc2C1=O)N1CCC(c2ccccc2)C1 (stereo unspecified)	0.9%	·
O=C(CSc1nc2cc(Cl)ccc2o1)c1cccs1	-1.7%	2
CCc1c(C)sc(NC(=O)c2cccs2)c1C#N	-2.5%	6
O=C(NC(=O)N1CCCc2ccccc21)c1ccccc1	-2.8%	·
Cc1cc(NC(=O)CSc2nc3c(c(=O)n2-c2ccc(Br)cc2)SCC3)no1	1.4%	·
CCCCC(CC)CNC(=O)C1CCCN(S(=O)(=O)c2cnc[nH]2)C1 (stereo unspecified)	0.8%	11
Cc1nc2sccn2c(=O)c1Br	-0.9%	23
COCCN1C(=O)/C(=C/c2cc3c(cc2Br)OCO3)NC1=S	1.9%	-3
Cc1ccc(CNC(=O)CS(=O)Cc2nc(-c3cccs3)oc2C)cc1 (stereo unspecified)	-2.6%	-8
CCC1=NN(C(=O)c2ccc(Br)cc2)C(O)(c2ccc(C)cc2)C1 (stereo unspecified)	1.5%	10
CCOC(=O)c1nn(-c2ccccc2C)c2nc(-c3ccc(Cl)cc3)c(C#N)c(=O)n12	2.6%	·
CCOc1ccc(N=Cc2c(O)n(C(C)(C)C)c(=O)[nH]c2=O)cc1	0.2%	·
CS(=O)(=O)N(Cc1ccccc1)c1ccccc1C(=O)O	4.9%	·
COc1ccccc1CN1CCNC(=O)C1CC(=O)NCCCn1cccn1 (stereo unspecified)	1.8%	-7
CCOc1ccc(C(CC(=O)O)NC(=O)C23CC4CC(CC(C4)C2)C3)cc1OC (stereo unspecified)	-0.2%	9
CCCN(CC#CCO)CCC	-0.7%	·
O=C(C1CCCCC1)N1CCC(n2nnc3ccccc32)CC1	2.1%	10
COc1ccc(/C=N/NC(=O)CNc2ccc(Br)cc2)c(C(=O)O)c1OC	-3.0%	3
Cn1c(CC(=O)NCCO)c(Sc2ccccc2)c2ccccc21	1.1%	-10
Cc1cccc(N(Cc2cc3ccccc3[nH]c2=O)C(=O)c2ccco2)c1C	-2.1%	·
CC(C)(C)CC(=O)NCCc1csc(-c2ccccc2)n1	-2.2%	8
Cc1c(NC(=O)OCCNC(=O)Nc2ccccc2)sc(=S)n1C	-0.9%	-7
CC(=O)NC(Cc1ccc(F)c(F)c1)C(=O)NC1CCN(C(=O)c2ccc(C)cc2)CC1 (stereo unspecified)	0.3%	1
O=C(NCc1cccnc1)c1ccccc1Br	2.4%	3
O=C(CSc1ncnc2c1oc1ccccc12)Nc1ccc2c(c1)OCCO2	1.7%	·
CCOc1ccc(NC(=S)NCc2ccc3[nH]c(C)cc3c2)cc1	0.9%	2
CC1(C)CC(N=C2C([N+](=O)[O-])=CC=C3C2=NC2(CCCCC2)N3O)CC(C)(C)N1	2.4%	·
CC(C)C(OC(=O)c1cccs1)C(=O)NCc1ccccc1 (stereo unspecified)	1.3%	3
COc1ccc(/C=N/NC(=O)c2ccco2)cc1Cn1nc(C)cc1C	-0.8%	-9
Cc1ccc(S(=O)(=O)NC(=O)NC(C)(C)C)cc1	7.2%	-1
COc1ccc(CNC(=O)c2ccccc2SC)cc1	5.6%	10
OC(CN1CCCCC1)CN1CCCCC1	2.7%	·
Cc1ccccc1CNc1ccc(C(CC(N)=O)NC(=O)c2ccccc2)cc1[N+](=O)[O-] (stereo unspecified)	-3.4%	·
CCCCCCCCCCCCOC1OC(CO)C(O)C(O)C1NC(C)=O (stereo unspecified)	-10%	·
CC(C)(C)c1nc2ccccc2[nH]1	-1.9%	-8
